High-throughput results as filed in PubChem.
Tat transport: inhibitors of E. coli Tat protein transport. E. coli MC4100 TorA-mCherry Tat export, fluorescence. inhibition, % at 10 µM. 340,000 compounds, 0.036% hits;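 active = mean replicate inhibition at least 50% and at least half of replicates individually reaching 50%; inconclusive = only one of the two criteria met; inactive = neither criterion met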;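 note: exported cargo escapes ClpAP degradation while cytoplasmic cargo is degraded and loses fluorescence; 0% = median of neutral control wells and 100% = median of NaSCN control wells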
MITF TRPM1 HTS: activators of MITF-driven TRPM1 promoter activity in SK-MEL-5 cells; activation, % at 12.5 µM; 300,000 compounds, 0.75% hits; SK-MEL-5 TRPM1-promoter luciferase, 24 h; % of positive control, neutral wells = 0; AID 588334;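 active = mean activation of at least 80% with every replicate also reaching 80%; inconclusive = mean reaches 80% but some replicate falls short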;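 note: 0% = neutral control wells and 100% = parthenolide positive control wells; values of inactives mirror those of a sister screen read the other way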
SR-BI DiI inh: blocks mouse SR-BI lipid uptake from DiI-HDL | Q61009 | ldlA[mSR-BI] CHO cells, DiI-HDL uptake fluorescence, 3 h | inhibition, % at 12.5 µM | 320,000 compounds, 0.96% hits | AID 488896;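 active = mean replicate inhibition of at least 70% and a set share of replicates each scoring 70 or more; inconclusive = meets just one of the two criteria; inactive = fails both criteria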;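 note: 0% = median of neutral control wells and 100% = median of positive control wells; values of inactives mirror those of a sister screen read the other way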
Target sequence (Q61009 whole entry, looked up): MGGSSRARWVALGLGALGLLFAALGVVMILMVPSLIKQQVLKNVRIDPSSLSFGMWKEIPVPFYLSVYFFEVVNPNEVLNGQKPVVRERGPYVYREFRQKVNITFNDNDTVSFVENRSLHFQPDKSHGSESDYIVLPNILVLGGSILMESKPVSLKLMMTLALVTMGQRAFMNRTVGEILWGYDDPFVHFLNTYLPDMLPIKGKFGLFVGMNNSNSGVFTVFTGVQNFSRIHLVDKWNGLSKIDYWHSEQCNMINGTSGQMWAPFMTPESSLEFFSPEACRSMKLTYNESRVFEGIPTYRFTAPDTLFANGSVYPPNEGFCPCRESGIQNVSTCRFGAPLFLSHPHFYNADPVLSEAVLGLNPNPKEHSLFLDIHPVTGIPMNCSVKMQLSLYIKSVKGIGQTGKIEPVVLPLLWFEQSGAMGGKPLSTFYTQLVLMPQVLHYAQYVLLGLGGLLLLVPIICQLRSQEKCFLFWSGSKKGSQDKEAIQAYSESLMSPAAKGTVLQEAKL
CAL PDZ FP-1: inhibitors of human CAL PDZ peptide binding. purified CAL PDZ, TMR-peptide fluorescence polarization, 1 h. inhibition, % at 24.9 µM. 300,000 compounds, 0.92% hits. AID 602252;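 active = mean inhibition of at least 30% with at least half of replicates also reaching 30%; inconclusive = no clear call, values can overlap the other calls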;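 note: 0% = DMSO neutral control and 100% = excess unlabeled competitor peptide PRC23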
AddAB inh: less growth of phage-infected E. coli with AddAB | E. coli expressing H. pylori AddAB, absorbance growth | AID 435030 | inhibition, % at 11.9 µM | 330,000 compounds, 0.29% hits; in the data active = inhibition above about 12%;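 note: 0% = vehicle wells of infected cells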
phage Ecoli inh: E. coli growth loss with phage present. growth absorbance. inhibition, % at 11.9 µM. 360,000 compounds, 0.26% hits; in the data active = inhibition above about 11%
Ecoli viability: reduces bacterial viability in AddAB counter-screen; E. coli V3065 growth, OD600 absorbance, 18 h; inhibition, % at 11.9 µM; 330,000 compounds, 0.27% hits; AID 449728;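 active = inhibition above the campaign's mean inhibition across all tested compounds plus 3 SD, cut at about 9.9% in these data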;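 note: uninfected addAB+ strain grown without phage in ampicillin broth; 0% = DMSO wells and 100% = ciprofloxacin 0.95 µg/ml wells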
SR-BI DiI-HDL act: activators of SR-BI mediated HDL lipid uptake; CHO ldlA[mSR-BI] cells, DiI-HDL uptake fluorescence, 3 h; 100 = double the neutral-control signal; activation, % at 12.5 µM; 320,000 compounds, 0.096% hits;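 active = mean replicate activation of at least 60% and every replicate at or above 60%; inconclusive = mean or all-replicate condition met, but not both; inactive = mean below 60% and not all replicates reaching 60%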;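 note: 0% = median plate neutral-control signal and 100% = twice that signal; values of inactives mirror those of a sister screen read the other way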
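Assay system: CHO ldlA[mSR-BI] cells, LDL receptor-null, SR-BI overexpressing; medium: Ham's F12 with 0.5% BSA, HEPES 25 mM, pH 7.4; also added: DiI-HDL 10 µg/mL; timing: 3 h uptake period with compound, 37 °C; signal: DiI fluorescence, bottom read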
CAL PDZ FP-2: blocks peptide binding to human CAL PDZ domain | Q9HD26 | purified CAL PDZ, TMR-peptide fluorescence polarization, 1 h | inhibition, % at 20 µM | 330,000 compounds, 0.02% hits | AID 504414;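 active = highest replicate inhibition of at least 40%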;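 note: plate controls were DMSO neutral control wells for no effect and unlabeled competitor peptide control wells for full effect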
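Test system: purified CerCALP PDZ construct; Compound dosing: one concentration, 20 µM compound; Also added: TMR-labelled reporter peptide T*-PRC34 bound in PDZ groove; Read-out: inhibition from polarization loss; Controls: unlabelled peptide and DMSO controls; Signal: FP readout, S and P plane fluorescence; Incubation: 1 h at RT.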
Wnt act: activates Wnt/beta-catenin signaling in a reporter cell assay; 300,000 compounds, 1.2% hits; activator, plate reader; activation, % at 9.35 µM; in the data active = activation above about 30%, passing the limit was not always enough; inconclusive = no clear call, values can overlap the other calls;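 note: 0% = neutral control wells and 100% = positive control wells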
Active calls of the source: *; ? = inconclusive; . = not tested or not shown.

Value order: Ecoli viability	MITF TRPM1 HTS	Wnt act	CAL PDZ FP-2	SR-BI DiI-HDL act	SR-BI DiI inh	CAL PDZ FP-1	Tat transport	phage Ecoli inh	AddAB inh
> N#Cc1cccc(NC(=O)COC(=O)c2ccccc2C(=O)c2ccc(Cl)c([N+](=O)[O-])c2)c1
→ -1.1	-58	-21	-0.4	-19	19	-2	3	2.8	-1.5
> COc1ccc(S(=O)(=O)Nc2ccc(NC(C)=O)cc2)cc1
→ -0.4	-10	.	-2.3	27	-27	11	-10	-2.6	0.9
> COc1ccc(-c2cc(CNS(=O)(=O)c3ccc(NC(C)=O)cc3)on2)cc1
→ 2.0	3	0	-4.9	7	-7	-5	1	-0.5	0.9
> Cc1cc(C(=O)CC#N)c(C)n1-c1c(C)n(C)n(-c2ccccc2)c1=O
→ 0.9	6	1	0.7	7	-7	-3	-7	2.6	1.4
> Cc1ccc(C(=O)NN2C(=O)/C(=C/c3cn(C)c4ccccc34)SC2=S)cc1
→ 4.1	10	-1	0.7	-24	24	-3	1	0.3	3.5
> COc1ccc(N2CCN(C(=O)NC(=O)c3ccccc3)CC2)cc1
→ 2.5	-4	-6	-2.6	8	-8	2	-3	1.2	0.4
> COc1ccccc1NC(=S)NC(NC(=O)CC(C)C)C(Cl)(Cl)Cl (centres undefined)
→ -0.8	-5	20	-0.1	-30	30	2	-2	4.5	-0.9
> Cc1cc(C(=O)N/N=C/c2cc(Br)ccc2OC(=O)c2ccccc2Cl)n[nH]1
→ -1.9	-25	-6	-1.8	-87	87*	-1	-1	-3.2	-1.6
> Cc1ccc(-n2ncc3c2CC(C)(C)CC3NC(=O)c2ccncc2)cc1 (centres undefined)
→ -2.0	-10	1	2.1	-26	26	-4	-1	0.4	-0.8
> COc1ccc2cnn(CCOc3cc(C)ccc3C(C)C)c(=O)c2c1OC
→ -0.1	4	.	-0.2	1	-1	-2	9	0.9	2.2
> Cc1ccc(NC(=O)c2ccc(CN3CCc4ccccc4C3)cc2)cc1
→ 1.2	22	.	-1.0	-14	14	-2	-6	3.7	0.5
> O=C(Nc1ccc2ccccc2c1)c1cc(F)c(F)cc1Cl
→ 0.3	.	15	-0.4	-24	24	-3	2	3.1	1.5
> CC1(C)CCCC2=C1CC1C(=O)N(c3ccccc3)C(=O)C1C2 (centres undefined)
→ -1.3	7	.	-0.1	-2	2	-2	2	2.2	0.7
> COc1ccc(Cl)cc1S(=O)(=O)NC(C)C(=O)NCc1ccncc1 (centres undefined)
→ 0.1	3	-1	-1.2	19	-19	11	9	4.4	4.6
> Cc1cccc(N=C2NC(=O)C(CO)(CO)S2)c1
→ 0.1	-3	2	0.6	16	-16	-2	-6	1.8	4.2
> O=C(O)CN1C(=O)/C(=C\c2cn(CC(=O)N3CCOCC3)c3ccccc23)SC1=S
→ 0.5	5	-4	-2.3	21	-21	-1	5	2.7	3.8
> COC(=O)CSc1nc(COc2ccccc2)nc2ccccc12
→ -0.6	-3	4	-1.5	0	0	-3	-4	-0.1	-3.9
> Nc1nc(C2C(=O)CCCC2=O)cs1
→ 0.8	5	0	0.4	28	-28	-6	-13	0.5	-0.4
> COc1ccc(C(O)(CCC(C)C)C(CN2CCOCC2)c2ccccc2)cc1 (centres undefined)
→ .	-11	-3	-3.0	-13	13	-2	9	-1.1	.
> COC(=O)c1cccc(NC(=O)Nc2ccc(Cl)c(Cl)c2)c1
→ 4.3	3	-2	-3.9	-12	12	.	-15	11	5.7
> COc1ccccc1OCC#CCSc1ncccn1
→ 2.7	27	-1	-0.4	18	-18	.	-12	3.7	1.7
> COc1ccc(N2CCN(C(=O)CSc3nc4[nH]ncc4c(=O)n3-c3cccc4ccccc34)CC2)cc1
→ 1.3	3	-1	-1.9	-25	25	-4	4	1.9	0.9
> Cc1ccc(S(=O)(=O)/N=C(/Nc2cccc(C(=O)O)c2)c2ccccc2)cc1
→ -1.3	-5	2	-0.2	20	-20	0	-2	1.4	1.6
> CC(C)C(=O)N1CCN(c2ccccc2NC(=S)NC(=O)/C=C/c2ccco2)CC1
→ 1.7	-5	8	-0.4	-54	54	3	1	2.5	-1.9
> Cc1ccc(S(=O)(=O)N2CCOCC2)cc1C(=O)N1CCN(Cc2ccccc2)CC1
→ .	-4	0	-1.7	-4	4	4	-16	3.3	.
> COc1ccccc1OCC(O)Cn1nc(C)cc1C (centres undefined)
→ -1.1	11	.	-1.2	-35	35	74*	-3	1.9	1.3
> Cc1c(Cl)cccc1NC(=S)NCC1COc2ccccc2O1 (centres undefined)
→ -0.9	2	-1	-0.9	-9	9	4	-3	5.8	0.8
> CCc1ccccc1NC(=O)c1ccc2c(O)c(S(=O)(=O)c3ccc(OC)cc3)c(=O)[nH]c2c1
→ 2.0	7	1	-2.9	5	-5	1	8	-0.6	4.4
> COc1ccc(OCC(=O)NC(=S)Nc2ccc(S(=O)(=O)Nc3cc(C)on3)cc2)cc1
→ -3.2	-2	-2	-3.4	-16	16	0	2	1.5	-2.1
> Cc1noc(C)c1S(=O)(=O)N1CCCC(C(=O)N2CCc3ccccc3C2)C1 (centres undefined)
→ -1.0	-2	-3	0.7	-22	22	-2	0	1.1	3.8

Next part:
Value order: Ecoli viability	MITF TRPM1 HTS	Wnt act	CAL PDZ FP-2	SR-BI DiI-HDL act	SR-BI DiI inh	CAL PDZ FP-1	Tat transport	phage Ecoli inh	AddAB inh
> Cc1cc(C(=O)CN2C(=O)NC3(CCCCC3)C2=O)c(C)n1C
→ -1.2	29	5	-1.0	-8	8	.	-2	4.7	3.6
> COc1ccc(/C=C2/SC(=O)N(CCNC(=O)CC(NC(C)=O)c3ccccc3)C2=O)cc1 (centres undefined)
→ 1.5	20	-4	-1.8	-17	17	-1	4	3.2	1.0
> CCOC(=O)/C=C1/SCC(=O)N1CC(=O)Nc1ccc2c(c1)CCC2
→ .	-3	0	-0.4	-6	6	-5	4	-0.4	.
> CCOC(=O)N1CCN(C(=O)COc2ccccc2Cl)CC1
→ -1.1	.	2	-0.4	?	-65	-2	-4	1.5	1.8
> C=CCC1(CC=C)CCCN1C(=O)CC1C(=O)NCCN1Cc1cccc(OC)c1OC (centres undefined)
→ 2.1	3	1	-0.3	-9	9	0	6	-3.1	1.7
> O=C(O)CCC(=O)Nc1ccc2c(c1)oc1ccccc12
→ 0.7	-3	.	-1.1	30	-30	-3	-5	2.1	1.7
> COC(=O)Cc1ccc(NC(=S)NCCO)cc1
→ 0.2	-3	4	0.9	29	-29	-3	8	-0.9	0.6
> CCOC(=O)c1cccc(NC(=O)CSc2nnc(C)n2CC2CCCO2)c1 (centres undefined)
→ 0.5	.	-1	-0.1	.	.	-4	-10	-0.6	0.6
> O=C(CSCc1cnn(-c2ccccc2)c1-n1cccc1)NCc1cccs1
→ -2.6	6	.	-1.5	18	-18	-4	-7	1.2	4.2
> O=C(Nc1ccccc1C(=O)O)c1cncc(Br)c1
→ 0.5	.	1	-2.4	-8	8	-8	-2	0.6	0.8
> C/C(=N\NC(=O)c1nnn(-c2nonc2N)c1-c1ccccc1)c1cccnc1
→ .	8	0	-1.3	-8	8	1	0	3.7	.
> Brc1ccccc1-n1nnc(-c2ccnc3ccccc23)n1
→ -3.6	25	11	-1.9	-15	15	-3	-8	1.9	-0.3
> CSCC[C@H](NC(=O)OC(C)(C)C)C(=O)N1CCC(C(=O)N[C@H](C(=O)O)C(C)C)CC1
→ 4.0	-5	-6	-1.3	-6	6	-2	12	1.9	2.6
> N#Cc1ccc(C(=O)N2CCC3CC2c2cc(-c4ccc(F)cc4)ccc23)cc1 (centres undefined)
→ .	3	-5	-0.8	-36	36	-3	17	4.5	.
> O=S(=O)(c1ccccc1)c1cnc(-c2ccccc2)nc1N1CCCC1
→ 1.1	5	-3	-2.3	-85	85*	-3	1	0.8	0.7
> COC(=O)c1cn(-c2ccccc2)nc1-c1cccnc1
→ 0.2	21	.	-1.3	-12	12	0	3	2.9	1.5
> Oc1ccc(Nc2nc(Cl)nc(NCc3ccco3)n2)cc1
→ 0.8	11	0	2.0	-26	26	0	-15	4.8	0.3
> COc1ccc(S(=O)(=O)N2CCOCC2)cc1NC(=O)COC(=O)C1COc2ccccc2O1 (centres undefined)
→ 0.9	-11	-4	0.2	16	-16	-1	-6	3.9	1.6
> O=C(Nc1ccccc1NS(=O)(=O)c1ccc(F)cc1)C1CCC1
→ -0.1	-17	-2	-0.7	.	.	2	-2	1.4	1.4
> CNC(=O)NC(=O)C(C)N1CCN(C/C=C/c2ccccc2)CC1 (centres undefined)
→ 0.1	6	0	-3.7	20	-20	.	0	1.9	5.0
> CCOC(=O)NC(Nc1cc(C)on1)(C(F)(F)F)C(F)(F)F
→ -1.2	1	.	-0.4	13	-13	0	0	1.4	0.6
> Cn1c(C2CCCCC2)nc2cc(N)ccc21
→ -0.3	-5	-1	-1.4	-15	15	0	-2	2.8	4.6
> Cc1ccc(S(=O)(=O)N2[C@@H](c3ccccc3)C(C(=O)O)=CC[C@H]2c2ccc(Cl)c(Cl)c2)cc1
→ 1.4	-4	-3	-1.0	20	-20	-1	10	2.1	0.2
> O=C(COc1ccc(Cl)cc1)Nc1ccc2oc(=O)ccc2c1
→ -2.6	-1	-1	-0.9	-18	18	-1	-14	1.5	0.0
> c1ccc(Cn2nnnc2C(c2cccs2)N2CCSCC2)cc1 (centres undefined)
→ 2.4	-2	-10	-1.7	-30	30	-1	-8	1.4	-0.3
> CCc1ccc(CN2CCC(C(=O)Nc3ccc(Oc4ccccc4)nc3)CC2)o1
→ 1.2	-22	-4	-0.8	8	-8	25	-1	4.2	4.9
> Cc1cc2nc(CSc3ccccc3)cc(=O)n2[nH]1
→ -2.6	10	0	-0.4	7	-7	3	-2	4.1	-1.2
> O=C(Oc1ccc(-n2cnnn2)cc1)c1ccccc1
→ -3.9	-5	15	0.2	3	-3	-3	9	3.7	-0.3
> CN(C(=O)CSc1nncn1C)C1CCCN(Cc2ccccc2F)C1 (centres undefined)
→ 0.9	4	1	-0.4	7	-7	4	-6	2.5	2.9
> O=C(Nc1ccc(Cl)c(S(=O)(=O)N2CCOCC2)c1)c1ccc2c(c1)OCO2
→ -1.3	-8	0	-3.0	-59	59	.	4	2.3	-0.9
> COC(=O)c1ccc(NC(=O)Nc2ccc3c(c2)nc(C)n3C)cc1
→ 1.4	39	11	0.3	-9	9	5	-6	1.5	0.8
> COc1ccc(-c2c(-c3ccc(OC)nc3)c3ccccc3n2C)cc1
→ 0.9	1	1	0.1	-77	77*	-3	-2	3.2	-0.2
